KLK7 zymogen act – proKLK7 zymogen activators, primary screen, biochemical, fluorescence intensity; purified proKLK7, EDANS-DABCYL substrate fluorescence; 100% is mature enzyme control, 0% vehicle; activation, % at 7 µM; Kallikrein-7 (Homo sapiens), P49862; AID 652039, 2013; actives 0.9% (n = 370,000);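 active = activation above the mean of all tested compounds plus 3 SD, computed per campaign excluding outliers beyond control limits, cut at about 13% in these data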
PLC-beta3 inh – human PLC-beta3 inhibitors, primary screen, biochemical, fluorescence | 1-phosphatidylinositol 4,5-bisphosphate phosphodiesterase beta-3 (Homo sapiens), Q01970 | actives 0.18% (n = 370,000) | inhibition, % at 12.2 µM | Purified PLC-beta3, fluorogenic substrate; in the data active = inhibition above about 11%;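 note: 0% = median of compound wells on plate and 100% = full blocker control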
ADAM17 inh – ADAM17 inhibitors, primary screen, biochemical, QFRET | Disintegrin and metalloproteinase domain-containing protein 17 (Homo sapiens), P78536 | recombinant ADAM17, EDANS/DABCYL FRET peptide cleavage | inhibition, % at 6.95 µM | actives 0.83% (n = 370,000) | AID 720648, 2013;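 active = inhibition above the mean of compounds lying between control limits plus 3 SD, set per campaign, cut at about 8.5% in these data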;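 note: 0% = DMSO-only wells as the low control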
UHRF1 binding – UHRF1 methylated DNA binding inhibitors, primary screen, counter-screen for MBD2 inhibitor project, biochemical, TR-FRET, human UHRF1, single concentration; E3 ubiquitin-protein ligase UHRF1 (Homo sapiens), Q96T88; UHRF1 binding to methylated oligo; inhibition, % at 4.4 µM; actives 0.75% (n = 370,000); AID 687016, 2013; in the data active = inhibition above about 21%;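 note: UHRF1 SRA domain binding a hemimethylated CpG hairpin DNA probe; 0% = median of test compound wells and 100% = reference inhibitor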
MBD2 DNA inh – inhibitors of MBD2 binding to methylated DNA, primary screen, biochemical, TR-FRET, DNA-binding domain, human | inhibition, % at 4.4 µM | MBD2 binding to methylated oligonucleotide | actives 0.31% (n = 370,000) | Methyl-CpG-binding domain protein 2 (Homo sapiens), Q9UBB5; in the data active = inhibition above about 13%
Target sequence (Q9UBB5 whole entry, looked up, the tested form may be a part): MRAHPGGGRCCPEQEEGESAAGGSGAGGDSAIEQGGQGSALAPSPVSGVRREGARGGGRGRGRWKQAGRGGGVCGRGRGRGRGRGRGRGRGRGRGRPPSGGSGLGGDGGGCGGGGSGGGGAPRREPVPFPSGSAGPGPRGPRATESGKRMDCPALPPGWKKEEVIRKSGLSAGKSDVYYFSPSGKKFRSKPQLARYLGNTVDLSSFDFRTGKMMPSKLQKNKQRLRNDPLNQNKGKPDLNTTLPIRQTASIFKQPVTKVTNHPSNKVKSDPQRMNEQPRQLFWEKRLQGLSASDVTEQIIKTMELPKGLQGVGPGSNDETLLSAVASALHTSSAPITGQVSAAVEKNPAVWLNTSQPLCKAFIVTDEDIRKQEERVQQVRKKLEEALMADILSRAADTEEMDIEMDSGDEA
DDE Tn6 FP inh – inhibitors of Tn6 peptide binding to fibrin DD(E), primary screen, biochemical, fluorescence polarization, human fibrin, Tn6 probe; inhibition, % at 8.3 µM; actives 0.21% (n = 370,000); AID 720509, 2013; Fibrinogen beta chain (Homo sapiens), P02675; Fibrin DD(E) TRITC-Tn6 fluorescence polarization displacement;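 active = inhibition above a per-campaign cutoff: mean of compounds within control limits plus 3 SD, cut at about 15% in these data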;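 note: 0% = median of all compound wells on the plate and 100% = blocking peptide control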
Target sequence (P02675 whole entry, looked up): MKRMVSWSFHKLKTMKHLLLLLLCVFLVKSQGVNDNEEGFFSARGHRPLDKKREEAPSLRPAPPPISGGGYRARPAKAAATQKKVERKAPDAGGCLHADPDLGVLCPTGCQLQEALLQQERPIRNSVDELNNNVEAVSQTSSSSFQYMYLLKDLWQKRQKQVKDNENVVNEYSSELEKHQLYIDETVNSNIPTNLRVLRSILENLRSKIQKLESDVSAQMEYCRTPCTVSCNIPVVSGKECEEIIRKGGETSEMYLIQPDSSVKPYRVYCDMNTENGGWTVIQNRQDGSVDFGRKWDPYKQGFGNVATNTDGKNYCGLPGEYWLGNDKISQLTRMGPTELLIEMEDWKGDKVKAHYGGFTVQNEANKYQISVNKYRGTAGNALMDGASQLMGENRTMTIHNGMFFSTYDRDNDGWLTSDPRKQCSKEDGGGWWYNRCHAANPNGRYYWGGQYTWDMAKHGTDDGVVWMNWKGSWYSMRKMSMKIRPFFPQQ
ARFGAP1 inh – inhibitors of rat ARFGAP1 GAP activity, primary screen, biochemical, fluorescence polarization, GDP tracer; ADP-ribosylation factor GTPase-activating protein 1 (Rattus norvegicus), Q62848; inhibition, % at 16.5 µM; Arfgap1-stimulated ARF1 GTP hydrolysis, GDP FP detection; AID 651572, 2012; actives 0.26% (n = 360,000);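 active = inhibition above a per-plate limit, mean inhibition of low control wells plus 3 SD, cut at about 25% in these data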;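 note: 0% = DMSO wells with enzyme and 100% = wells lacking Arfgap1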
Target sequence (Q62848 1-136 limits assumed): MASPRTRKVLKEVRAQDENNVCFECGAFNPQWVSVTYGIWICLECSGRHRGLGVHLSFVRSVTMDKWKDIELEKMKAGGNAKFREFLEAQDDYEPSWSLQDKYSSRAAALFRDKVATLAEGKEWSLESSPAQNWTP
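Replicates: Single well per compound | Assay system: Truncated rat Arfgap1 GAP domain | Control set: No-Arfgap1 wells (100%) versus DMSO full-reaction wells (0%) | Times: Enzyme reaction 120 min at 25 °C after 20 min preincubation | Reagent: Human ARF1(Δ1-17)-GTP substrate | Measured by: Tracer-displacement fluorescence polarization with EDTA stop, 620/688 nm | Measure: Percent inhibition of Arfgap1-stimulated GTP hydrolysis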
PLC-gamma1 inh – PLC-gamma1 enzyme inhibitors, primary screen, biochemical, fluorescence, purified enzyme | actives 0.84% (n = 370,000) | 1-phosphatidylinositol 4,5-bisphosphate phosphodiesterase gamma-1 (Homo sapiens), P19174 | AID 720700, 2013 | inhibition, % at 12.2 µM | fluorogenic substrate; in the data active = inhibition above about 9.5%
ASAP1 GAP inh – inhibitors of human ASAP1 ArfGAP activity, primary screen, biochemical, fluorescence polarization. ASAP1-stimulated ARF1 GTP hydrolysis, GDP FP detection. inhibition, % at 16.5 µM. actives 0.19% (n = 360,000); in the data active = inhibition above about 25%;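 note: 0% = vehicle with enzyme and substrate and 100% = no enzyme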
Tn7 DDE FP – inhibitors of Tn7 peptide binding to fibrin DD(E), primary screen, biochemical, fluorescence polarization, human fibrin, Tn7 probe | Fibrinogen beta chain (Homo sapiens), P02675 | FP displacement of FITC-Tn7 peptide from fibrin DD(E); 0% = median of compound wells per plate | inhibition, % at 8.3 µM | actives 0.13% (n = 370,000) | AID 720508, 2013;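 active = inhibition above the mean of compounds falling within the control limits plus 3 SD of them, cut at about 14% in these data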;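 note: 0% = plate median of compound wells and 100% = 10 µM Aha-Tn7 peptide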
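System: human fibrin DD(E); quantity: Fibrin-DD(E) at 2 µM final; also added: fluorescent Tn7 probe at 0.1 µM; compound dosing: single nominal test concentration of 8.3 µM per compound; schedule: 10 min preincubation, 3 h with tracer, room temperature; detection: fluorescence polarization of the labelled Tn7 tracer; repeats: one replicate per compound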
* marks the source's active call; other numbers are inactive results; i = inactive; · = no result given.

molecule,KLK7 zymogen act,PLC-beta3 inh,ADAM17 inh,UHRF1 binding,MBD2 DNA inh,DDE Tn6 FP inh,ARFGAP1 inh,PLC-gamma1 inh,ASAP1 GAP inh,Tn7 DDE FP
Cc1cccc(NC(=O)CCC(=O)Nc2nnc(C(F)(F)F)s2)c1,-0.4,-9,-2,-2,-3,7,5,2,-4,7
Clc1ccccc1Cn1nnc2c(NCC3CC3)ncnc21,0.1,0,3,5,5,0,-3,0,12,2
COn1c(=O)c(-c2ccc(F)cc2)[n+]([O-])c2ccccc21,1.1,-89,-20,2,-4,4,7,-68,6,0
Cc1ccc(S(=O)(=O)N(C)c2ccc(OC(=O)CN3C(=O)NC4(CCCC4)C3=O)cc2)cc1C,0.6,-2,2,1,-5,1,14,2,-4,2
CN(C)/C=C(/C(=O)c1ccc(Cl)cc1Cl)S(=O)(=O)c1ccccc1,0.4,-5,3,6,0,9,-1,-4,-7,6
CC1=NN(c2ccc(C(=O)O)cc2)C(=O)CC1,-0.6,-4,1,1,-4,1,-8,0,3,-4
Cc1sc2ncnc(N(C)Cc3ccco3)c2c1C,-0.4,2,0,6,4,6,5,3,5,1
COc1cccc(/C=C/C(=O)OCC(=O)NC2CC2)c1,4.7,-146,-49,-1,1,-1,-15,-116,1,-2
COC(=O)[C@]12C[C@H](CC(=O)N3CCN(C(=O)c4ccco4)CC3)C(=O)N(Cc3ccc(Cl)cc3Cl)C1=C[C@H](C1CCCC1)O[C@@H]2C,0.1,0,2,2,0,0,·,5,·,-6
C[C@H]1CN(c2ccccc2)C(=O)[C@@H]1CC(=O)Nc1ccc(Br)cc1,0.4,1,5,3,-4,8,4,-2,-9,-3
O=C(/C=N/O)NCCCN1CCOCC1,-0.2,1,-2,2,1,2,12,-1,0,-3
CCC(OC(=O)CCc1nc2ccccc2[nH]c1=O)C(=O)c1ccccc1 (stereo unspecified),0.2,-15,-21,1,-1,-6,5,-11,1,4
COc1ccc(C)cc1S(=O)(=O)N(CC(=O)O)c1ccc(F)cc1,0.1,-1,-8,2,5,-5,6,-3,-8,-1
O=C(NCCN1CCOCC1)c1c[nH]c2ccc(S(=O)(=O)N3CCOCC3)cc2c1=O,-13,-13,-33,5,1,4,13,-3,-7,8
CCCc1cc(=O)oc2c(C)c(OCC(=O)N3CCC[C@@H]3C(=O)O)ccc12,-1.2,-21,-95,-2,-1,-10,9,-16,5,3
CC(C(=O)O)n1c2ccccc2c2cnn(C)c(=O)c21 (stereo unspecified),-0.1,-3,-10,-2,-2,9,-3,-2,-10,-1
Cc1ccc(NC(=O)NCc2ccccn2)cc1,-0.4,0,-2,5,1,8,17,1,9,-5
COC(=O)COc1ccc(S(=O)(=O)N2CCc3ccccc3C2)cc1,0.5,1,1,-4,2,-7,10,4,-18,-3
CCOc1ncccc1C(=O)N1CCN(c2ccc(C(F)(F)F)cn2)CC1,-0.4,1,-7,-2,-5,-8,-11,-3,-8,8
C/C(CC(=O)Nc1ccc(N(C)C)cc1)=N\NC(=O)c1ccc([N+](=O)[O-])cc1Cl,0.1,-4,-1,-2,0,12,-2,3,-5,3
CC(=O)c1sc(NC(=O)C2CSC3(C)CCC(=O)N23)nc1-c1ccccc1 (stereo unspecified),0.5,-18,-9,1,7,-3,1,6,1,-1
Cc1ccc(-c2noc(C3CCCN(C(=O)C4CCCCC4)C3)n2)o1 (stereo unspecified),0.7,0,-4,-4,-2,9,-14,1,-9,-5
CCCCNC(=O)N1CCCC(C(=O)c2cc(C)c(OC)c(C)c2)C1 (stereo unspecified),0.4,-7,-1,-1,1,-3,-2,-4,7,2
Cc1ccc(S(=O)(=O)NC(=O)c2cc(C)n(CC(c3ccccc3)N(C)C)c2C)cc1 (stereo unspecified),0.1,-4,0,-1,5,1,9,-1,2,2
Cc1ccc(SCc2cn3c(C)csc3n2)cc1,0.6,-5,-2,-2,2,-3,-5,-4,-9,0
C=CCn1cnc2c(nnn2Cc2ccc(F)cc2)c1=O,0.5,-4,0,3,-4,-2,3,0,7,-4
Cc1cccc(S(=O)(=O)N[C@@H]2CC[C@@H](CCNS(=O)(=O)c3ccccc3F)O[C@@H]2CO)c1,0.3,3,0,1,-1,-4,-2,1,15,-2
COCC(=O)Nc1c(C(=O)N2CCCC2)oc2ccccc12,0.2,2,-1,-2,1,-3,-6,1,8,-6
O=[N+]([O-])c1ccn(-c2nc(-c3ccccc3)cc(C(F)(F)F)n2)n1,-0.3,-2,4,9,1,1,-6,9,-3,-1
COc1cccc(CN(C)C(=O)CCNC(=O)c2ccc(Br)cc2)c1,0.7,-14,-6,3,3,4,11,-1,-14,4
COC(=O)CC#C[C@H](C)[C@@H](NS(=O)(=O)c1ccc([N+](=O)[O-])cc1)C(C)(C)C,0.5,4,4,3,1,-5,4,2,10,-3
CCn1ccc(C(=O)Nc2cccc(Cl)c2)n1,-0.1,5,2,-2,-1,3,1,5,9,-3
COC(=O)C1=C(C)N(Cc2ccc(Cl)cc2)C(=S)NC1c1ccc(OC)cc1 (stereo unspecified),-0.3,3,1,0,-3,-8,2,1,4,3
COc1ccccc1CN1CCN(Cc2ccco2)CC1,-0.2,-3,1,0,-2,8,-1,5,8,3
Cc1cc(C)cc(OCCn2ccnc2)c1,0.3,-6,-4,-1,0,4,4,1,14,1
O=C(O)c1ccc(/C=N/Nc2ccc(F)cc2F)cc1,0.1,-14,-5,-3,-1,-5,0,-9,-4,-5
CN(C(=O)COC(=O)c1ccc(Cl)c(S(=O)(=O)N2CCCCC2)c1)C1(C#N)CCCCC1,0.4,-7,-3,1,2,8,0,2,-1,3
Cc1cc(C(=O)NC2CC(C)(C)Cc3c2cnn3-c2ccccc2)n[nH]1 (stereo unspecified),-0.1,-2,1,-3,0,2,1,1,0,2
CCn1c(NCCc2ccc(OC)c(OC)c2)nc2c1c(=O)n(C)c(=O)n2C,-0.4,-2,-2,1,2,2,4,-1,2,-5
CC1CCN(c2ccc(C(=O)O)cc2NS(=O)(=O)c2ccc(C(C)(C)C)cc2)CC1,-0.5,-10,-1,1,8,-1,·,2,·,-10
O=C(NCc1cccs1)C1CCCN1S(=O)(=O)c1ccccc1F (stereo unspecified),0.2,0,-1,2,-7,7,-1,3,11,-7
O=C(CCSc1ccccc1)NC1CCCCCC1,0.3,-2,-3,1,2,-2,17,-2,-5,4
Clc1ccc(OC2CCN(Cc3nc(CC4CC4)no3)CC2)cc1,0.3,-4,0,3,-4,-5,-2,0,1,0
O=C(COC(=O)Cc1cccs1)Nc1cccc(S(=O)(=O)N2CCOCC2)c1,-0.1,-9,-3,1,-6,4,-8,-3,5,4
CCc1c(O)nc(SCC(=O)N2CCOCC2)n(-c2ccccc2)c1=O,0.3,1,-1,-3,1,-1,0,-1,2,2
c1ccc(Cn2nnnc2CN2CCN(Cc3ccc4c(c3)OCO4)CC2)cc1,0.1,2,2,-2,-2,5,0,3,6,-5
Cn1c(=O)n(C)c2cc(NS(=O)(=O)c3ccc(F)cc3)ccc21,-0.4,1,-1,4,2,-1,8,0,13,-1
COCC(=O)Nc1ccc(-c2cn3cccnc3n2)cc1,25*,i,i,-2,-6,-13,6,i,3,4
COC(=O)CSc1ncnc2c1sc1nc3c(cc12)COC(C)(C)C3,-0.3,-3,-131,-1,-2,-5,11,-3,-18,0
Cc1nn(-c2ccccc2)c(C)c1C(=O)OCC(=O)c1c(N)n(CC(C)C)c(=O)n(C)c1=O,0.0,-3,-6,-1,3,9,4,0,8,-5

Further results.
molecule,KLK7 zymogen act,PLC-beta3 inh,ADAM17 inh,UHRF1 binding,MBD2 DNA inh,DDE Tn6 FP inh,ARFGAP1 inh,PLC-gamma1 inh,ASAP1 GAP inh,Tn7 DDE FP
CCCCNC(=O)c1ccccc1NS(=O)(=O)c1ccc2c(c1)OCCO2,-1.4,-10,-7,2,1,9,15,-6,-1,5
Cn1nc(SCC(=O)O)sc1=S,-0.4,-1,-1,-1,2,-1,-4,0,2,2
CC(=O)N1CCN(S(=O)(=O)c2cccc(C(=O)NNC(=O)Cn3ccc(C(F)(F)F)n3)c2)CC1,-0.1,-5,1,-3,-2,3,17,1,11,-2
COc1ccc(/C=N/NC(=O)C(=O)Nc2ccccn2)cc1OC,0.2,-5,0,1,2,3,5,1,15,-6
Cc1nc(C#N)c(N/N=C/c2c(F)cccc2Cl)o1,0.7,-20,0,-4,-5,2,11,-16,-2,-5
COc1ccc(CCNC(=O)CCc2ccccc2)cc1OC,0.9,-1,3,-2,-5,-9,-5,3,10,-2
Cc1ccc(N2/C(=N/c3nc(C)cc(C)n3)NC(=O)CC2C(=O)O)cc1 (stereo unspecified),0.2,5,0,-1,5,4,4,-1,15,2
COC(=O)CCCn1cc(CN2CC(N3CCCC3)CS2(=O)=O)nn1 (stereo unspecified),0.1,1,-3,17,0,-1,5,-2,-2,2
O=C(CSc1nnc(-c2ccc(Cl)cc2)n1Cc1ccco1)c1cccs1,-0.2,-20,7,6,5,-1,8,-12,-2,-4
C/C(CC(=O)Nc1ccc(Cl)c(C(F)(F)F)c1)=N\NC(=O)c1cnccn1,-0.2,0,6,-5,-3,-6,-10,3,2,2
CCC(C)n1c(SCC(=O)NCCc2ccc(S(N)(=O)=O)cc2)nc2ccsc2c1=O (stereo unspecified),-0.5,0,0,1,-3,1,-3,-1,-10,-2
CCCCC1(CC(=O)OC)C(=O)N(c2ccccc2)N(c2ccccc2)C1=O,-0.6,1,1,-1,6,3,-3,-3,6,6

Assay outcomes (PubChem BioAssay)
